Source: PubChem BioAssay (several laboratories)
SR-BI uptake up = enhances SR-BI lipid uptake from DiI-HDL | 320,000 tested, 0.096% active | CHO ldlA[mSR-BI] cells, DiI-HDL uptake fluorescence, 3 h; 100 = double the neutral-control signal | AID 504775 | activation, % at 12.5 µM;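 active = mean replicate activation of at least 60% and every replicate at or above 60%; inconclusive = mean or all-replicate condition met, but not both; inactive = mean below 60% and not all replicates reaching 60%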;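 note: 0% = median plate neutral-control signal and 100% = twice that signal; values of inactives mirror those of a sister screen read the other way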
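Material: SR-BI-overexpressing, LDLR-lacking CHO cells | Dosing: Single compound concentration, delivered by pin transfer | Probe or stimulus: Labelled HDL, 10 µg/mL | Signal: Bottom-read cell fluorescence after medium removal, ex 550/em 595 nm | Schedule: 3 h, 37 °C | Evaluation: HDL uptake via cellular fluorescence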
Tat transport = blocks Tat-dependent protein export in E. coli; E. coli MC4100 TorA-mCherry Tat export, fluorescence; inhibition, % at 10 µM; 340,000 tested, 0.036% active;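 active = mean replicate inhibition at least 50% and at least half of replicates individually reaching 50%; inconclusive = only one of the two criteria met; inactive = neither criterion met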;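 note: exported cargo escapes ClpAP degradation while cytoplasmic cargo is degraded and loses fluorescence; 0% = median of neutral control wells and 100% = median of NaSCN control wells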
E coli growth = counter-screen for AddAB inhibitors: E. coli growth inhibition; inhibition, % at 11.9 µM; 330,000 tested, 0.27% active; E. coli V3065 growth, OD600 absorbance, 18 h; AID 449728;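 active = inhibition above the campaign's mean inhibition across all tested compounds plus 3 SD, cut at about 9.9% in these data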;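 note: uninfected addAB+ strain grown without phage in ampicillin broth; 0% = DMSO wells and 100% = ciprofloxacin 0.95 µg/ml wells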
phage Ecoli inh = E. coli growth loss with phage present. AID 651602. growth absorbance. inhibition, % at 11.9 µM. 360,000 tested, 0.26% active; in the data active = inhibition above about 11%
CAL PDZ FP-1 = human CAL PDZ-peptide interaction inhibition | Q9HD26 | purified CAL PDZ, TMR-peptide fluorescence polarization, 1 h | inhibition, % at 20 µM | 330,000 tested, 0.02% active | AID 504414;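 active = highest replicate inhibition of at least 40%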;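 note: plate controls were DMSO neutral control wells for no effect and unlabeled competitor peptide control wells for full effect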
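Read-out basis: mP drop reported as inhibition | Assay system: Tagged CAL PDZ protein CerCALP, purified | Benchmarks: Unlabelled peptide for full inhibition, DMSO wells as neutral | Schedule: 1 h incubation at room temperature before polarization reading | Buffer or medium: Sodium phosphate/NaCl buffer pH 7.4 with TCEP, IgG, Thesit | Doses: Single point, 20 µM | Measured by: Fluorescence polarization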
Wnt bcat act = activates Wnt/beta-catenin signaling in a reporter cell assay | activation, % at 9.35 µM | activator, plate reader | 300,000 tested, 1.2% active; in the data active = activation above about 30%, passing the limit was not always enough; inconclusive = no clear call, values can overlap the other calls;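 note: 0% = neutral control wells and 100% = positive control wells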
AddAB inh = less growth of phage-infected E. coli with AddAB; E. coli expressing H. pylori AddAB, absorbance growth; inhibition, % at 11.9 µM; 330,000 tested, 0.29% active; AID 435030; in the data active = inhibition above about 12%;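 note: 0% = vehicle wells of infected cells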
CAL PDZ FP-2 = blocks peptide binding to the human CAL PDZ domain | inhibition, % at 24.9 µM | AID 602252 | 300,000 tested, 0.92% active | purified CAL PDZ, TMR-peptide fluorescence polarization, 1 h | Q9HD26;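 active = mean inhibition of at least 30% with at least half of replicates also reaching 30%; inconclusive = no clear call, values can overlap the other calls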;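 note: 0% = DMSO neutral control and 100% = excess unlabeled competitor peptide PRC23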
MITF TRPM1 HTS = MITF TRPM1 promoter activation in melanoma cells; SK-MEL-5 TRPM1-promoter luciferase, 24 h; % of positive control, neutral wells = 0; activation, % at 12.5 µM; 300,000 tested, 0.75% active;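 active = mean activation of at least 80% with every replicate also reaching 80%; inconclusive = mean reaches 80% but some replicate falls short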;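 note: 0% = neutral control wells and 100% = parthenolide positive control wells; values of inactives mirror those of a sister screen read the other way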
SR-BI HDL uptake = inhibitors of mouse SR-BI mediated HDL lipid uptake; ldlA[mSR-BI] CHO cells, DiI-HDL uptake fluorescence, 3 h; inhibition, % at 12.5 µM; 320,000 tested, 0.96% active; AID 488896;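 active = mean replicate inhibition of at least 70% and a set share of replicates each scoring 70 or more; inconclusive = meets just one of the two criteria; inactive = fails both criteria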;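 note: 0% = median of neutral control wells and 100% = median of positive control wells; values of inactives mirror those of a sister screen read the other way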
Target sequence (Q61009 whole entry, looked up): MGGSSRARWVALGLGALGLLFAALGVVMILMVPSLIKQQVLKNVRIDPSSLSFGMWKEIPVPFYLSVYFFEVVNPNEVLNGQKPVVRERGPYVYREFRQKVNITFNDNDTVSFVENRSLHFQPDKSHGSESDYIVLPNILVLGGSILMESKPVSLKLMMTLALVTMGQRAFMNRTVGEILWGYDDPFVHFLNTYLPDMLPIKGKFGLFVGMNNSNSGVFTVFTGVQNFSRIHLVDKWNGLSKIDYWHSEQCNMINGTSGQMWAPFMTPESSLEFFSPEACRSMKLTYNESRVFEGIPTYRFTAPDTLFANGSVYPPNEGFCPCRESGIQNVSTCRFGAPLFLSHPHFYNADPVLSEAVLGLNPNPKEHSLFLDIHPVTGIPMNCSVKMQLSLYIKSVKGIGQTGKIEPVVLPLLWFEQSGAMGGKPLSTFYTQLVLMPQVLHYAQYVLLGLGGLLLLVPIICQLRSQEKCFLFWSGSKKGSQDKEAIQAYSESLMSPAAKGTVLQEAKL
Active calls of the source: *; ? = inconclusive; / = no result given.

Structure | SR-BI uptake up | Tat transport | E coli growth | phage Ecoli inh | CAL PDZ FP-1 | Wnt bcat act | AddAB inh | CAL PDZ FP-2 | MITF TRPM1 HTS | SR-BI HDL uptake
Cc1ccc(C(=O)NCC(=O)N2CCCN(C)CC2)cc1C | -9 | -5 | -0.8 | 0.3 | 0.5 | -1 | 3.5 | 1 | 1 | 9
CCOC(=O)N1CCC(c2cc(=O)n3[nH]c(C)c(-c4ccc(F)cc4)c3n2)CC1 | 6 | -1 | -7.0 | -1.4 | -2.1 | 1 | 0.8 | / | 5 | -6
N#CC(=NCc1cccnc1)C1=C(O)c2ccccc2C1=O | 8 | 3 | -3.7 | 0.8 | -0.8 | 4 | 0.1 | / | -8 | -8
Cc1ccc(NC(=O)C2CCN(c3cnccn3)CC2)cc1C | -3 | 0 | 3.4 | 2.6 | 0.2 | 0 | 3.7 | / | -5 | 3
COc1ccccc1CNC(=O)C/C(C)=N/NC(=O)COc1ccc(C)cc1Br | -32 | -1 | -0.5 | 2.1 | -2.9 | / | 1.6 | -2 | -3 | 32
CCSC(=O)CCCCCCCCCCCO | 49 | 12 | -1.3 | 3.8 | -1.2 | 3 | 2.0 | -3 | 11 | -11
CCn1c(SCC(=O)Nc2ccc(OC)cc2)nc2c1c(=O)n(C)c(=O)n2C | / | ? | 1.1 | -2.0 | -0.6 | -3 | 2.5 | -4 | / | /
NC(=O)c1nnn(-c2ccc([N+](=O)[O-])cc2)c1-c1ccccc1 | 19 | 15 | 0.4 | 1.5 | -0.5 | 1 | 1.8 | -1 | / | -19
NC(=O)c1ccc(NC(=O)CCC(=O)c2cccs2)cc1 | 8 | -3 | -2.4 | 3.2 | -3.0 | -1 | 0.1 | -2 | 3 | -8
COC(=O)c1sc2nc3c(cc2c1N)C(=O)CC(C)(C)C3 | 20 | 15 | -0.7 | 1.6 | 0.0 | 5 | -2.1 | -3 | 50 | -20
Cc1c(C(=S)NC(=O)C2CC2)c(=O)n(-c2ccccc2)n1C | 8 | -1 | 0.8 | 1.0 | -1.3 | 0 | 2.0 | 5 | 0 | -8
O=C(Nc1ccsc1C(=O)O)c1ccccc1Cl | -10 | -7 | -4.3 | 1.1 | -1.7 | 2 | -1.4 | 12 | 8 | 10
Cc1ccc(NS(=O)(=O)c2cccc(C(=O)NCC(c3cccs3)N3CCOCC3)c2)cc1 (centres undefined) | -13 | -3 | -0.7 | 1.3 | -0.9 | 1 | 1.5 | -3 | -6 | 13
Cc1ccc(C(=O)O)c(NC=O)c1OCc1ccccc1 | 19 | -5 | / | 2.4 | -0.9 | -3 | / | 3 | 11 | -19
CC1(OC(=O)C2CCCC2)C(=O)C=C2C=C(c3ccsc3)N(Cc3ccccc3)C=C2C1=O (centres undefined) | 8 | -3 | -0.5 | 1.8 | 1.7 | -2 | 3.4 | -5 | -2 | -8
CC1=C(C(=O)OCc2ccccc2)C(c2cccc(Br)c2)NC(=O)N1 (centres undefined) | 9 | -4 | 0.3 | -1.1 | -2.7 | -1 | -0.9 | -4 | -4 | -9
Cc1csc(N(C)C(=O)CSc2nnc(COc3cccc4ccccc34)o2)n1 | -19 | 6 | 0.7 | 1.4 | -3.4 | 1 | -2.7 | -2 | -13 | 19
CC(C)Cn1c(=S)[nH]c2cc(C(=O)NCc3ccccc3F)ccc2c1=O | -41 | 2 | -0.5 | 3.0 | -0.2 | -3 | -0.1 | -3 | 0 | 41
C(=N\N1CCN(Cc2ccccc2)CC1)/c1cccnc1 | 20 | 10 | 0.9 | 2.9 | -0.3 | / | 0.8 | 0 | 6 | -20
O=C(Nc1ccc(Cl)cc1)N1CCC(c2nc(-c3ccc(F)cc3)no2)CC1 | -45 | 19 | 3.5 | 3.2 | -3.1 | 4 | 3.0 | / | 1 | 45
Nc1nc(-c2ccc([N+](=O)[O-])cc2)c(C(=O)Nc2ccc(Cl)cc2)s1 | / | -5 | 0.3 | 0.8 | -0.4 | -4 | 0.6 | 4 | -3 | /
N#Cc1ccc(-c2ccc(OCC(O)CN3CCOCC3)cc2)cc1 (centres undefined) | -28 | -1 | -3.2 | 3.9 | -2.5 | / | 0.6 | -2 | -14 | 28
O=C(CSc1c2c(nc3ccccc13)CCCC2)NCc1ccco1 | 29 | 3 | -1.2 | 4.3 | -0.9 | -31 | 0.2 | 0 | -11 | -29
C/C(=N\NC(=O)c1ccc(F)cc1)c1cccc(NC(=O)c2cccc(F)c2)c1 | -57 | -4 | 0.1 | 2.7 | -2.5 | 3 | -0.9 | 2 | 30 | 57
COc1ccc(CNC(=O)C2CCCN(c3nc4ccccc4o3)C2)c(OC)c1 (centres undefined) | -12 | -6 | -1.4 | / | -1.0 | 0 | -0.1 | / | -7 | 12
CN(Cc1ccccc1)C(=O)c1ccc(NC(=O)Cc2cccc(NC(=O)C3CCN(C(=O)C4CCCCC4)CC3)c2)cc1 | -61 | -5 | -1.1 | 0.2 | 0.0 | -2 | 0.1 | -1 | -1 | 61
CC1CC(=O)NN=C1c1ccc(N)c([N+](=O)[O-])c1 (centres undefined) | -5 | 12 | -4.7 | 2.0 | -0.2 | / | 2.7 | 1 | 18 | 5
Cc1cc(N2CCCCC2)nc(N2CCOCC2)n1 | 2 | -4 | 0.6 | 1.7 | / | -4 | 0.8 | 0 | / | -2
CCCN1CN(Cc2ccco2)c2nc3ccccc3n2C1 | -2 | -7 | -0.7 | 1.6 | -0.1 | 4 | -2.8 | -4 | 22 | 2
CCOc1c(Br)cc(/C=C2\N=C(C)OC2=O)cc1Br | 16 | -7 | / | 2.6 | -1.4 | -2 | / | -4 | -7 | -16
Cc1[nH]c(C)c(S(=O)(=O)N(C)Cc2ccccc2)c1C(=O)N1CCCC1 | 26 | 14 | 0.5 | 0.6 | -2.5 | -1 | 0.9 | 17 | 3 | -26
Cc1ccc(NC(=S)N(CCN2CCOCC2)Cc2ccccc2F)cc1Cl | 4 | 2 | -0.6 | -1.3 | -1.8 | -4 | -0.5 | 11 | 1 | -4
S=C(NCCN1CCOCC1)N/N=C/c1cccs1 | 10 | -11 | 0.7 | 1.7 | -1.9 | 1 | -0.1 | -2 | -7 | -10
Cc1cccc(-c2cc3nc(C)c(C)c(NCCCn4ccnc4)n3n2)c1 | -23 | 2 | 2.6 | 2.4 | 0.4 | 8 | -1.5 | -7 | 43 | 23
COc1ccc(C2Nc3ccccc3C(=O)N2c2ccccc2)cc1CN1CCOCC1 (centres undefined) | 9 | 0 | 0.4 | 5.3 | -0.9 | 2 | 2.4 | -3 | 10 | -9
CCOc1cc2c(cc1OCC)C(C(=O)O)C(c1cc(OC)c(OC)c(OC)c1)N(C)C2=O (centres undefined) | 35 | -4 | -1.3 | -1.2 | 0.1 | / | 1.4 | -6 | -3 | -35
O=C(Nc1cccnc1)c1cc(-c2ccccc2O)on1 | / | 4 | 1.0 | 2.6 | -0.4 | 23 | 2.5 | / | 30 | /
O/N=C/c1ccc(OCc2ccccc2)c(Br)c1 | -13 | 4 | -0.8 | 0.4 | -1.1 | 42* | -2.4 | -3 | 73 | 13
O=C(CSc1ncnc2c1cnn2-c1ccccc1)NC1CCS(=O)(=O)C1 (centres undefined) | 7 | -10 | 0.0 | -0.3 | 0.4 | 0 | -0.9 | -2 | -12 | -7
CCCCOC(=O)c1ccc(NC(=O)C(=O)NCCN(C)C)cc1 | 22 | 4 | -1.9 | -1.1 | -2.1 | -1 | 0.8 | -3 | 8 | -22
O=C(c1ccoc1)N1CCC2(CC1)Oc1ccc(F)cc1C(=O)C21CC(c2ccccc2)=NO1 (centres undefined) | 4 | -9 | 0.0 | 2.8 | -0.7 | -5 | 0.1 | 1 | 1 | 1
O=[N+]([O-])c1ccc(C(O)C(CO)NC(=S)Nc2ccccc2)cc1 (centres undefined) | -4 | 1 | 2.6 | 1.9 | 0.7 | 1 | 0.8 | 2 | -18 | 4
Cc1ccc(CNC(=O)C2CCCN(S(C)(=O)=O)C2)cc1 (centres undefined) | -10 | -1 | 0.1 | 1.5 | -3.6 | / | 0.4 | -6 | 1 | 10
CC1=C(C(=O)OC(C)C)C(c2coc3ccccc3c2=O)C2=C(CCCC2=O)N1 (centres undefined) | -1 | -5 | -0.4 | 2.2 | -0.4 | 0 | 4.0 | 6 | -10 | 1
COC(=O)c1ccc2c(CCO)c[nH]c2c1 | 38 | -5 | -1.4 | 2.1 | -0.3 | 11 | 2.0 | -1 | -3 | -38
Cc1nc2scc(C)n2c(=O)c1S(=O)(=O)NCCc1ccc(Cl)cc1 | -6 | -4 | -1.4 | 2.4 | -0.4 | 0 | -0.2 | / | 10 | 6
Cc1ccccc1NS(=O)(=O)c1ccc(NC(=O)c2nc3ncccn3n2)cc1 | 10 | -12 | -0.7 | 1.1 | -1.4 | / | -1.6 | 2 | -1 | -10
O=C(CN1CCSCC1)N/N=C/c1ccc(F)c(F)c1 | 6 | 1 | -1.1 | 0.5 | -3.7 | -3 | -0.9 | / | 4 | -6
CCOC(=O)CCn1nc(-c2ccccc2)cc1N | 13 | 0 | -1.8 | 1.5 | -2.3 | / | 0.9 | -1 | 8 | -13
CC(C)C(NC(=O)c1ccccc1)C(=O)N/N=C\c1ccco1 (centres undefined) | 26 | -7 | 0.8 | 1.6 | -3.0 | / | 1.1 | 0 | 9 | -26

Additional records follow:
Structure | SR-BI uptake up | Tat transport | E coli growth | phage Ecoli inh | CAL PDZ FP-1 | Wnt bcat act | AddAB inh | CAL PDZ FP-2 | MITF TRPM1 HTS | SR-BI HDL uptake
Cc1ccc(/C=N/NC(=O)c2cccs2)s1 | 13 | 1 | 1.5 | 3.2 | -1.8 | / | 1.4 | 4 | 62 | -13
O=C(NC(=S)NCc1ccccc1)C1CC1 | 24 | -2 | -1.1 | 1.6 | -0.4 | -1 | 4.0 | 3 | 1 | -24
Cc1ccc(CSCC(=O)N2CCCC2)cc1 | -2 | -7 | 1.5 | 4.7 | -1.7 | -2 | 0.9 | -22 | 12 | 16
COc1ccc(C2CC(=O)Nc3ccccc3S2(=O)=O)cc1OC (centres undefined) | 14 | -2 | -2.1 | 1.3 | / | / | 1.1 | -2 | 9 | -14
COc1ccccc1NC(=O)Cn1c([N+](=O)[O-])cnc1C | 15 | -2 | 0.4 | 1.7 | -4.4 | 0 | 2.2 | 64* | / | -15
CCC1CCC2(CC1)NC(=O)N(CC(=O)NCc1ccc(Cl)cc1)C2=O (centres undefined) | / | 3 | 0.2 | 1.2 | -2.2 | 3 | 3.0 | 0 | 4 | -9
Nc1ccc2nc(CCCCc3nc4ccccc4[nH]3)[nH]c2c1 | 2 | 0 | / | -0.5 | -1.6 | 0 | / | -1 | / | -2
